# Bioassay records: PubChem, several laboratories
# p-CIP stab down – p/CIP-EGFP fusion destabilizers, primary screen, fluorescence, F442A cells | AID 1984, 2009 | Q05BA5 | 0.01% of 290,000 active | 16 h | decrease of EGFP signal, % at 10 µM;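 active = EGFP signal decrease of at least 30% at 10 µM or well 3 SD below plate mean, unless failing retest; inactive = the rest, including hits failing retest or dose response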; note: some compounds called inactive have numbers as strong as hits; many of its hits are not listed in these tables
# PfM18AAP inh – PfM18AAP inhibitors, malaria aminopeptidase, primary screen, biochemical, QFRET, recombinant enzyme; H-Glu-NHMec fluorogenic cleavage; inhibition, % at 7.35 µM; 1.2% of 290,000 active; AID 1822, 2009;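 active = inhibition above the campaign mean inhibition over all tested compounds plus 3 SD, cut at about 28% in these data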;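 note: 0% = plate median of test compound wells and 100% = 2 mM ZnCl2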
# NALP1 yeast inh – NALP1 inflammasome inhibitors in reconstituted yeast, colorimetric, S. cerevisiae, triplicate retest | 0.61% of 280,000 active | inhibition, % at 10 µM | S. cerevisiae NALP1/ASC/caspase-1 growth, X-gal OD620, 72 h; in the data active = inhibition mostly above about 24%, no sharp cut-off; inactive = mostly below about 32%; note: some compounds called inactive have numbers as strong as hits
# PHOSPHO1 block – PubChem AID 1565; Phosphoethanolamine/phosphocholine phosphatase (Homo sapiens), Q8TCT1; recombinant PHOSPHO1, absorbance phosphatase assay; inhibition, % at 13.3 µM; 1.1% of 290,000 active; in the data active = inhibition above about 60%
# Target sequence (Q8TCT1 whole entry, looked up): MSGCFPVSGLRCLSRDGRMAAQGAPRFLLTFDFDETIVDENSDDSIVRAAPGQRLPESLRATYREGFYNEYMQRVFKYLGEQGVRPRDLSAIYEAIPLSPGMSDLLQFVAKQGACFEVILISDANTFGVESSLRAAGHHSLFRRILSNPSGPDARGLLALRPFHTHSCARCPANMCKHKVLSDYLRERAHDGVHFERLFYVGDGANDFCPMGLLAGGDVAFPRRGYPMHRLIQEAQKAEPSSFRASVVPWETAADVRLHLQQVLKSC
# VIM-2 inhibitor – VIM-2 metallo-beta-lactamase inhibitors, primary screen, biochemical, epi-absorbance readout, Pseudomonas aeruginosa enzyme | inhibition, % at 5.6 µM | AID 1527, 2009 | purified VIM-2, nitrocefin hydrolysis, epi-absorbance fluorescence | 0.89% of 290,000 active;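 active = inhibition above the mean of all tested compounds plus 3 SD, cutoff set per screening run, cut at about 7.5% in these data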;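 note: red hydrolysis product quenches plate fluorescence so inhibitors raise well fluorescence; 0% = enzyme with DMSO and 100% = DMSO without enzyme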
# IDE cell inh – human IDE inhibitors in live cells, primary screen, fluorescence polarization, HEK cells, FAbetaB substrate; Insulin-degrading enzyme (Homo sapiens), P14735; FAbetaB cleavage; inhibition, % at 5.59 µM; 0.41% of 320,000 active;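 active = percent inhibition above the average of all tested compounds plus 3 SD, set per screening campaign, cut at about 16% in these data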;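 note: IDE supplied by intact live HEK cells; FP after avidin binding of uncleaved biotin substrate so inhibition keeps polarization high; 0% = DMSO wells and 100% = 60 µM reference IDE inhibitor Ii1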
# GPR7 antag – GPR7 receptor antagonists, primary screen, cell-based, fluorescence, single concentration. GPR7-expressing cells, fluorescence antagonist assay. inhibition, % at 4.4 µM. 1.1% of 290,000 active; in the data active = inhibition above about 16%, passing the limit was not always enough;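 note: cells stimulated with the agonist NPW; 0% = agonist with vehicle and 100% = vehicle without agonist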
# Target sequence (P48145 whole entry, looked up): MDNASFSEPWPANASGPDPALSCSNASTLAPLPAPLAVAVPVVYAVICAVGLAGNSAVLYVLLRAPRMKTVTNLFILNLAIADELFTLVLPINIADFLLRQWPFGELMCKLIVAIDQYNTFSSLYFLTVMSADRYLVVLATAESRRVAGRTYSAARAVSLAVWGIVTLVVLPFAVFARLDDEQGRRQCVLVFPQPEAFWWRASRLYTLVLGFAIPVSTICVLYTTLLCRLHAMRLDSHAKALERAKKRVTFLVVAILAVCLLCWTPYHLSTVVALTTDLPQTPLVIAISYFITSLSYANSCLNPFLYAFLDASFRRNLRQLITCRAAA
# IMP-1 inh – IMP-1 metallo-beta-lactamase inhibitors, primary screen, biochemical, epi-absorbance readout, Pseudomonas aeruginosa enzyme | 0.45% of 290,000 active | AID 1556, 2009 | purified IMP-1, nitrocefin hydrolysis, epi-absorbance fluorescence | inhibition, % at 5.6 µM;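 active = inhibition above the mean plus 3 SD of all compounds in the same screening run, cut at about 4.5% in these data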;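 note: 0% = IMP-1 with DMSO and 100% = DMSO wells lacking enzyme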
#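 system = purified recombinant IMP-1 beta-lactamase | amount = 0.2 nM IMP-1, as dispensed | medium = HEPES buffer pH 7.1 with ZnSO4 and Brij 35 | times = 25 °C, 15 min preincubation, 25 min reaction | detection = plate fluorescence quenching by hydrolysis product, ex 480/em 530 nm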
# IDE cell activ – human IDE activators in live cells, primary screen, fluorescence polarization, HEK cells, FAbeta-B substrate | Insulin-degrading enzyme (Homo sapiens), P14735 | FAbeta-B cleavage; 0% vehicle, 100% cell-free pure enzyme wells | activation, % at 5.96 µM | 0.073% of 340,000 active | AID 493087, 2011;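 active = activation above the mean of all tested compounds plus 3 SD, set per screening campaign, cut at about 17% in these data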
# The depositor's hits bear a star; . = no result given.
IMP-1 inh	IDE cell activ	PHOSPHO1 block	p-CIP stab down	GPR7 antag	VIM-2 inhibitor	SMILES	NALP1 yeast inh	PfM18AAP inh	IDE cell inh
-0.9	-2	-14	-1	0	-1.2	CCOCCCNC(=S)NCCCNc1nc2cc3c(cc2cc1C#N)OCO3	5	-7	0
-3.0	-1	37	-9	-6	-2.4	COc1ccc(Oc2nc(C)cc(C)c2S(C)(=O)=O)cc1	-10	1	0
-1.6	.	25	-11	-11	-2.5	Cc1occc1C(=O)NNC(=O)c1ccccc1C(=O)O	7	-26	6
-1.1	-1	26	-4	-4	0.2	Cc1[nH]c(=O)c(C#N)c(C)c1CCC(=O)N(C)CC(=O)Nc1ccc(Cl)c(Cl)c1	3	-3	-4
-2.1	2	32	3	3	0.6	CC1C2=C(CC(C)(C)CC2=O)NC2=C1C(=O)CC(C)(C)C2	2	0	-4
-0.5	2	-7	-6	-2	-0.5	COc1ccc(Cl)cc1-c1nc(N)nc(NC2CCCCC2)n1	26	-7	1
-2.5	0	28	-15	-3	8.3*	COC(=O)c1ccccc1N=Nc1c(C)[nH][nH]c1=O	2	6	-7
-2.6	-7	-22	-17	-4	-4.0	C=CCN(CC=C)S(=O)(=O)c1ccc(F)cc1	15	-6	-3
-1.8	0	.	.	22	1.1	COc1ccc(-c2csc(N(CCCN(C)C)C(=O)c3ccccc3Cl)n2)cc1	.	3	5
-4.1	6	-3	-2	-15	0.5	CC(=O)Nc1c(-c2ccccc2)nc2ncccn12	15	1	1
-1.6	2	30	1	-8	-3.0	N#CCCN(Cc1cccnc1)C(=O)Nc1ccc(Cl)c(Cl)c1	.	8	4
-0.6	3	-7	3	-6	-2.9	CCn1c(NC(=O)C2CCCCC2)nc2ccccc21	26	7	-3
-2.2	-4	10	-33	5	-0.9	CCOC(=O)c1c(NC(=O)c2ccco2)n(C2CCCCC2)c2nc3ccccc3nc12	-15	4	1
-1.1	0	27	-9	5	4.8	CCOC(=O)C(CC)(CC)C(=O)/C=C/c1ccc(Br)cc1	0	13	4
-1.0	5	1	10	9	-0.6	O=C(COC(=O)c1ccc(-c2ccc([N+](=O)[O-])cc2)o1)NC(=O)NC1CCCCC1	46	1	5
-2.0	.	27	-7	-7	-4.2	Cc1[nH]n(-c2ccc([N+](=O)[O-])cc2)c(=O)c1C=NCCc1ccc(S(N)(=O)=O)cc1	-25	5	0
-1.8	4	1	3	-10	-2.9	O=C(NCc1ccco1)C(=O)NCC1OCCN1S(=O)(=O)c1ccc(Cl)cc1 (stereo not drawn)	26	-1	-4
-3.5	4	19	-8	-6	-2.9	COc1ccccc1/C=N/NC(=O)c1ccc(C)nc1	9	7	1
-2.5	5	9	8	-5	-4.4	COC(=O)c1nc2n(n1)C(c1ccc(OC)c(OC)c1OC)C1=C(CCCC1=O)N2 (stereo not drawn)	19	1	4
-3.2	1	51	0	6	-2.2	Cc1cc(=O)oc2cc(OC(C)C(=O)NCC3CCCO3)ccc12 (stereo not drawn)	8	-2	0
-1.9	-2	45	-12	-10	-0.6	CC(C)(C)c1ccc(NC(=O)c2cc[n+]([O-])cc2)cc1	20	0	-7
-3.4	-2	1	4	-3	-1.3	COc1ccccc1CN1CCNC(=O)C1CC(=O)NCc1c(C)n[nH]c1C (stereo not drawn)	-14	1	4
-2.5	0	-1	-18	-1	-3.2	Cc1ccc(Cl)c(OC(=O)c2nn(C(C)C)c(=O)c3ccccc23)c1	8	-11	-7
2.1	2	2	-7	24*	1.2	CCc1ccc([C@@H]2C[C@H]3CN(Cc4ccccc4OC)C(=O)[C@]34CCCN24)cc1	-2	-2	4
-4.9	2	4	-11	-5	-1.3	O=C(O)c1c[nH]c2ccc(S(=O)(=O)N3CCOCC3)cc12	6	-37	-1
1.2	.	24	-20	9	3.1	CCC[C@@H]1C[C@@H](C(=O)N[C@@H](C2O[C@H](SC)[C@H](O)[C@@H](O)[C@H]2O)[C@H](C)Cl)N(C)C1 (stereo partly drawn)	-4	-15	4
-1.9	4	56	7	6	-1.3	COc1ccc(NC2CCCN(C(=O)CCCN3CCCCC3=O)C2)cc1 (stereo not drawn)	19	6	1
-3.0	5	7	-9	0	-1.3	CC1(C)OC(=O)C(C(c2ccccc2)C(C#N)C(N)=O)=C(O)O1 (stereo not drawn)	-40	3	-1
-2.3	9	-3	-4	3	-1.1	O=C(Cn1cc2c(n1)CCCC2)NCCc1ccccc1	-68	0	0
-2.9	5	34	5	6	-2.8	COc1ccc(-c2cn[nH]c2-c2ccc(O)cc2O)cc1OC	19	21	0

# Two entries drawn at random from those above, as already listed:
IMP-1 inh	IDE cell activ	PHOSPHO1 block	p-CIP stab down	GPR7 antag	VIM-2 inhibitor	SMILES	NALP1 yeast inh	PfM18AAP inh	IDE cell inh
-2.5	0	28	-15	-3	8.3*	COC(=O)c1ccccc1N=Nc1c(C)[nH][nH]c1=O	2	6	-7
-1.0	5	1	10	9	-0.6	O=C(COC(=O)c1ccc(-c2ccc([N+](=O)[O-])cc2)o1)NC(=O)NC1CCCCC1	46	1	5

# Other results:
IMP-1 inh	IDE cell activ	PHOSPHO1 block	p-CIP stab down	GPR7 antag	VIM-2 inhibitor	SMILES	NALP1 yeast inh	PfM18AAP inh	IDE cell inh
-4.4	0	-11	-6	-1	-3.4	CC(CCc1ccccc1)NC(=O)C1CCN(C(=O)c2sccc2-n2cccc2)CC1 (stereo not drawn)	-20	4	2
-0.7	3	7	7	-6	0.6	CCOC(=O)N1CCN(C2=Nc3cccc4cccc2c34)CC1	18	0	4
-0.8	0	23	2	-5	-4.2	CCS(=O)(=O)N1CCN(C(=O)COc2ccc(-c3ccccc3)cc2)CC1	-3	-4	9
-3.0	4	0	-8	-8	-1.6	Cc1ccc(NC(=O)CCn2cccc2)cc1F	0	0	0
-2.0	-2	0	-10	6	-0.9	COc1cccc(C(=O)NC(=S)Nc2ccc(N3CCCC3)cc2)c1	1	-9	-5
-5.0	-1	-1	0	0	-1.5	Cc1ccc(-c2noc(CSc3nnc(-c4ccncc4)n3-c3ccc(F)cc3)n2)cc1	9	-7	4
2.2	-1	39	-13	13	0.4	Cc1c(C(=O)N2CCOCC2)sc(NC(=O)c2ccccc2F)c1C#N	5	5	1
-0.9	0	38	0	1	-1.0	CCC(C)[C@H](NC(=O)c1cc2cc(Cl)ccc2n1C)C(=O)N1CCC(C(=O)O)CC1 (stereo partly drawn)	30	2	4
-1.3	3	11	1	9	0.9	C#CC(=O)N(c1cccc(OC)c1)C(C(=O)NC1CCCC1)c1cccs1 (stereo not drawn)	-1	-8	0
-0.5	0	8	1	-8	-0.1	O=C(CN1C2=NCCN2c2ccccc21)c1ccc(Br)s1	22	-7	1
-2.9	1	-12	5	-17	-1.1	CSCC[C@@H](C(=O)NCc1cccs1)N1Cc2ccccc2C1=O	3	5	1
-0.9	7	9	-8	-11	-3.2	CC1OC(Oc2ccc3ccc(=O)oc3c2-c2c(O)ccc3cc(Oc4ccc5ccc(=O)oc5c4)c(=O)oc23)C(O)C(O)C1O (stereo not drawn)	26	7	7
-2.0	-1	19	-4	-6	-0.2	COc1cccc(N2CC(C(=O)Nc3nnc(SCC(=O)NCC4CCCO4)s3)CC2=O)c1 (stereo not drawn)	24	-6	-4
-3.2	-4	61*	3	-4	-1.0	O=C(NCc1ccc(F)cc1)c1ccc(CNc2c(N3CCOCC3)c(=O)c2=O)cc1	.	2	-2
-4.5	1	12	-11	3	-3.6	COc1ccccc1OCC(=O)N/N=C1\CCc2ccccc21	-8	-12	3
-0.8	-5	4	7	6	1.2	CCSc1nnc(-c2cc(Br)ccc2N=Cc2c(C)[nH]n(-c3ccccc3)c2=O)c(=O)[nH]1	-1	-7	0
-0.6	4	18	4	-2	-0.6	CCCC(=O)Nc1ccc(C(N)=O)cc1	11	-1	0
-1.5	2	0	-4	0	-0.8	COc1cccc(/C=C2\N=C(c3c(-c4ccccc4)noc3C)OC2=O)c1	33	-9	-3
-3.0	6	-12	-1	-7	-3.2	COc1ccc2[nH]cc(CCn3ccc(=O)c(C)c3C)c2c1	1	4	2
-0.2	2	23	-15	6	-1.8	Cc1ccc(NC(=O)CN(C)c2ccc(S(=O)(=O)N3CCCC3)cn2)cc1	1	0	4
-2.4	0	-21	-28	-1	-4.2	CCOC(=O)c1nnn(-c2nonc2N)c1CNc1ccccc1	5	-3	-1
0.0	-1	27	-16	-6	1.4	Cc1cccc(NC(=O)N2CCCCCC2)c1C	13	-14	-4
-1.9	1	-1	-6	-4	1.0	O=C(Cc1ccccc1)NCCc1ccc(Cl)cc1Cl	38	-1	-5
-2.2	3	12	-11	-15	0.1	Cn1c(=O)c2sccc2n2c(CCCC(=O)N3CCCCC3)nnc12	21	5	3
-3.3	-5	-6	-3	-16	-3.3	Cc1ccc(Cl)cc1NC(=O)C1CC(=O)Nc2ncnn21 (stereo not drawn)	.	4	4
-1.2	3	17	-7	-9	-1.2	N#Cc1cccc(NC(=O)Cn2cnc(S(=O)(=O)N3CCCCC3)c2)c1	7	0	2
-2.6	2	-9	-3	-9	-2.7	Cc1cc(C)nc(Nc2n[nH]c(COc3ccc(Cl)cc3)n2)n1	9	-5	7
-2.4	-2	-2	8	-2	-0.2	CCOC(=O)CN(Cc1sccc1C)C(=O)Nc1cccc(OC)c1	27	-7	3

# Single records (already shown).
# `Cc1cc(=O)oc2cc(OC(C)C(=O)NCC3CCCO3)ccc12` (stereo not drawn) is listed with IMP-1 inh: -3.2; IDE cell activ: 1; PHOSPHO1 block: 51; p-CIP stab down: 0; GPR7 antag: 6; VIM-2 inhibitor: -2.2; NALP1 yeast inh: 8; PfM18AAP inh: -2; IDE cell inh: 0
# `COc1ccc(-c2csc(N(CCCN(C)C)C(=O)c3ccccc3Cl)n2)cc1` is listed with IMP-1 inh: -1.8; IDE cell activ: 0; PHOSPHO1 block: .; p-CIP stab down: .; GPR7 antag: 22; VIM-2 inhibitor: 1.1; NALP1 yeast inh: .; PfM18AAP inh: 3; IDE cell inh: 5
